CHRM1 PAM: human M1 muscarinic receptor positive allosteric modulators, primary screen, CHO-K1 cells, Fluo-8 calcium fluorescence, 1536-well; CHO-K1 hM1, ACh EC20; 0% = ACh EC20, 100% = maximal ACh; activation, % at 3 µM; 360,000 compounds, 0.088% hits; AID 588819, 2011; in the data active means activation above about 19%, passing the limit was not always enough
TAAR1 agonist: human TAAR1 agonists, primary screen, Fluo-8 calcium fluorescence, CHO RD-HGA16 cells; Trace amine-associated receptor 1 (Homo sapiens), Q96RJ0; vehicle wells 0%, saturating PEA agonist 100%; activation, % at 3 µM; 360,000 compounds, 0.99% hits; AID 624467, 2012;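 active means activation above the mean activation of all test compounds in the run plus 3 SD, cut at about 38% in these data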
Target sequence (Q96RJ0 whole entry, looked up): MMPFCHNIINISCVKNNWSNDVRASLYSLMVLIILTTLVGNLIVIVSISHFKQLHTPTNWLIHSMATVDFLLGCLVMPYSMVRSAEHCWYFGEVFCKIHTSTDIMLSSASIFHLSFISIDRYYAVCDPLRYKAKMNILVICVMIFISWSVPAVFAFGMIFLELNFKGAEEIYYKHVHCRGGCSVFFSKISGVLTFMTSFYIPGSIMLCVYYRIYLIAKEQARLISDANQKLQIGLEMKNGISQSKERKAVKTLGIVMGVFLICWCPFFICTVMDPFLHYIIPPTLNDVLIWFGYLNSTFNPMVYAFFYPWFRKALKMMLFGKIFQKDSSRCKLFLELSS
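System: CHO-derived RD-HGA16 cells with stable Gα16 and human TAAR1. Times: 17-24 h plating, Fluo-8 75 min 37 °C, 30 min RT. Measured by: calcium-sensitive Fluo-8 signal, excitation 470-495, emission 515-575 nm. Read-out basis: % activation relative to PEA EC100 response. Control set: DMSO and PEA EC100. Repeats: no replicates (n 1).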
M1 antag: human M1 muscarinic receptor antagonists, primary screen, CHO-K1 cells, Fluo-8 calcium fluorescence, 1536-well. Muscarinic acetylcholine receptor M1 (Homo sapiens), P11229. CHO-K1 hM1, ACh EC80 antagonist. inhibition, % at 3 µM. 360,000 compounds, 1.3% hits;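 active means percent inhibition above its own plate's cutoff, namely the mean of that plate's compound wells plus 3 SD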;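 further: peak over basal fluorescence ratio during 140 s after agonist addition; 0% = ACh EC80 plus DMSO and 100% = DMSO alone without agonist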
M5 PAM: human M5 muscarinic receptor positive allosteric modulators, primary screen, CHO-K1 cells, Fluo-8 calcium fluorescence; Muscarinic acetylcholine receptor M5 (Homo sapiens), P08912; CHO-K1 hM5, ACh EC20 PAM; 0% = ACh EC20, 100% = ACh EC100; activation, % at 3 µM; 360,000 compounds, 0.3% hits; AID 624038, 2012;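 active means activation above the run cutoff, the mean activation of all test compounds plus 3 SD, cut at about 18% in these data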
Target sequence (P08912 whole entry, looked up): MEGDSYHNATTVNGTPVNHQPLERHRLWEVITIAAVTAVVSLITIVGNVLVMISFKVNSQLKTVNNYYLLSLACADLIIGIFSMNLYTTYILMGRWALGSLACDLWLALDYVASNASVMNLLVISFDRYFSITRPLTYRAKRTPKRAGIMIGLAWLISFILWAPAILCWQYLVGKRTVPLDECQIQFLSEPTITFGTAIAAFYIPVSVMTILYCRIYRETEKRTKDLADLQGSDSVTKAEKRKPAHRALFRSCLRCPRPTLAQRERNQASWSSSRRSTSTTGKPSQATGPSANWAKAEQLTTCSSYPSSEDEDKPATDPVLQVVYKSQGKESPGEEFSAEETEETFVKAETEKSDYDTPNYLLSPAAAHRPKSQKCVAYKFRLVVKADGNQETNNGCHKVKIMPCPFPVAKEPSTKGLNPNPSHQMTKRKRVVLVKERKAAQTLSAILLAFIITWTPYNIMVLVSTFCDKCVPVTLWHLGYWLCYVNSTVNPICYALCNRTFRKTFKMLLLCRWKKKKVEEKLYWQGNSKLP
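Assay system – human M5 receptor in CHO-K1 cells · Read-out – % activation, ACh-normalized · Technique – Fluo-8 calcium fluorescence · Dosing – single-point, 3 µM nominal · Incubation – Fluo-8 loading 80 min at 37 °C plus 30 min room temperature · Repeats – singlicate, one well per test compound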
CHRM1 agonist: human M1 muscarinic receptor agonists, primary screen, Fluo-8 calcium fluorescence, CHO-K1 cells, HTS; Muscarinic acetylcholine receptor M1 (Homo sapiens), P11229; CHO-K1 hM1, agonist mode; 0% DMSO, 100% acetylcholine EC100; activation, % at 3 µM; 360,000 compounds, 0.33% hits;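 active means activation above the run's mean compound activation plus 3 SD, cut at about 16% in these data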;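 further: peak over basal fluorescence ratio within a 140 s kinetic read after compound addition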
CHRM4 antagonist: human M4 muscarinic receptor antagonists, primary screen, CHO cells, Fluo-8 calcium fluorescence. Muscarinic acetylcholine receptor M4 (Homo sapiens), P08173. CHO-hM4 cells, ACh EC80. inhibition, % at 3 µM. 360,000 compounds, 0.73% hits;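 active means inhibition above its plate's cutoff, the mean inhibition of sample wells plus 3 SD, cut at about 27% in these data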;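 further: 0% = acetylcholine EC80 with DMSO and 100% = DMSO without agonist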
M5 ag: human M5 muscarinic receptor agonists, primary screen, CHO-K1 cells, Fluo-8 calcium fluorescence; Muscarinic acetylcholine receptor M5 (Homo sapiens), P08912; CHO-K1 hM5 cells; 0% DMSO wells, 100% maximal acetylcholine response; 360,000 compounds, 0.19% hits; activation, % at 3 µM;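 active means activation above the run's mean over test compounds plus 3 SD, cut at about 23% in these data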;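 further: signal is peak over basal fluorescence ratio across the kinetic read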
CHRM4 agonist: human M4 muscarinic receptor agonists, primary screen, CHO-K1 cells, Fluo-8 calcium fluorescence; CHO-K1 hM4/Gqi5; vehicle 0%, full acetylcholine response 100%; 360,000 compounds, 0.14% hits; activation, % at 3 µM; Muscarinic acetylcholine receptor M4 (Homo sapiens), P08173;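 active means activation above the run mean over all test wells plus 3 SD, cut at about 32% in these data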;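 further: peak over basal fluorescence ratio per well then scaled between controls; 0% = DMSO wells and 100% = acetylcholine at EC100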
CHRM5 antagonist: human M5 muscarinic receptor antagonists, primary screen, CHO cells, Fluo-8 calcium fluorescence; Muscarinic acetylcholine receptor M5 (Homo sapiens), P08912; inhibition, % at 3 µM; CHO-hM5 cells, ACh EC80; AID 624040, 2012; 360,000 compounds, 0.59% hits;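 active means inhibition above a per-plate cutoff, the mean of that plate's test compounds plus 3 SD, cut at about 27% in these data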;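 further: 0% = acetylcholine EC80 with DMSO and 100% = DMSO without agonist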
* marks the source's active call; other numbers are inactive results. An excerpt, so the mix of outcomes need not match the whole.

What do the screens show for `CN(C)S(=O)(=O)c1ccc(NC(=O)Cc2ccc(S(=O)(=O)N3CCOCC3)s2)cc1`?
CHRM1 PAM: 4; TAAR1 agonist: 8; M1 antag: -3; M5 PAM: -5; CHRM1 agonist: -10; CHRM4 antagonist: 2; M5 ag: -4; CHRM4 agonist: 2; CHRM5 antagonist: 1

What do the screens show for `CCCCNC(=O)[C@H](CSCc1ccccc1)N1Cc2ccccc2C1=O`?
CHRM1 PAM: 2; TAAR1 agonist: 2; M1 antag: -9; M5 PAM: 2; CHRM1 agonist: -6; CHRM4 antagonist: 3; M5 ag: -2; CHRM4 agonist: 3; CHRM5 antagonist: 0

Results for CC1CCN(CCCCOc2ccc(C(C)(C)C)cc2)CC1 ?
CHRM1 PAM: -29; TAAR1 agonist: 32; M1 antag: 60*; M5 PAM: -11; CHRM1 agonist: -6; CHRM4 antagonist: 30*; M5 ag: 0; CHRM4 agonist: 9; CHRM5 antagonist: 8

Results for COc1ccc(Cc2nnc(NC(=O)C(C)(C)C)s2)cc1 ?
CHRM1 PAM: 1; TAAR1 agonist: 1; M1 antag: 1; M5 PAM: 2; CHRM1 agonist: -6; CHRM4 antagonist: 8; M5 ag: -2; CHRM4 agonist: 1; CHRM5 antagonist: 3

What do the screens show for `O=C(c1ccco1)N1CCN(C(=O)C2CCCO2)CC1` (centres undefined)?
CHRM1 PAM: 6; TAAR1 agonist: 15; M1 antag: -10; M5 PAM: 5; CHRM1 agonist: -2; CHRM4 antagonist: 7; M5 ag: 2; CHRM4 agonist: 0; CHRM5 antagonist: -5

How did Cc1[nH]c(=O)c(C#N)c(C)c1Cc1ccc(Cl)cc1Cl do in these assays?
CHRM1 PAM: -4; TAAR1 agonist: 5; M1 antag: 4; M5 PAM: -10; CHRM1 agonist: -5; CHRM4 antagonist: -1; M5 ag: -6; CHRM4 agonist: 0; CHRM5 antagonist: 3

Results for Fc1ccc(CNc2nc(-c3cccnc3)nc3ccccc23)cc1 ?
CHRM1 PAM: -3; TAAR1 agonist: 2; M1 antag: 1; M5 PAM: 1; CHRM1 agonist: -10; CHRM4 antagonist: -1; M5 ag: -5; CHRM4 agonist: 9; CHRM5 antagonist: 12

Results for Clc1cccc2c3c([nH]c12)CCNC3 ?
CHRM1 PAM: 0; TAAR1 agonist: 60*; M1 antag: 4; M5 PAM: -7; CHRM1 agonist: -2; CHRM4 antagonist: -6; M5 ag: -7; CHRM4 agonist: 2; CHRM5 antagonist: 12

What do the screens show for `COC(=O)C1=C(C)n2nnnc2NC1c1ccc(Cl)cc1` (centres undefined)?
CHRM1 PAM: 3; TAAR1 agonist: 4; M1 antag: -28; M5 PAM: 4; CHRM1 agonist: 0; CHRM4 antagonist: -8; M5 ag: -3; CHRM4 agonist: 1; CHRM5 antagonist: -4

Results for COC(=O)COn1c(SCC(=O)OC)nc2ccccc2c1=O ?
CHRM1 PAM: 5; TAAR1 agonist: 9; M1 antag: -15; M5 PAM: -1; CHRM1 agonist: 0; CHRM4 antagonist: 1; M5 ag: 0; CHRM4 agonist: 0; CHRM5 antagonist: -6

How did Cc1ccccc1CNC(=O)C(=O)NCCC1CCCCN1S(=O)(=O)c1ccccc1 (centres undefined) do in these assays?
CHRM1 PAM: 3; TAAR1 agonist: 2; M1 antag: -1; M5 PAM: -14; CHRM1 agonist: -2; CHRM4 antagonist: 8; M5 ag: 0; CHRM4 agonist: 11; CHRM5 antagonist: 9

How did O=C(N=C1SC2CS(=O)(=O)CC2N1CCc1ccccc1)C1CCCCC1 (centres undefined) do in these assays?
CHRM1 PAM: 5; TAAR1 agonist: 3; M1 antag: -8; M5 PAM: 3; CHRM1 agonist: -2; CHRM4 antagonist: 4; M5 ag: -2; CHRM4 agonist: 2; CHRM5 antagonist: -3

How did CCCCCCCCSc1nnc(-c2ccc(OC)cc2)o1 do in these assays?
CHRM1 PAM: -10; TAAR1 agonist: 14; M1 antag: 14; M5 PAM: 10; CHRM1 agonist: -2; CHRM4 antagonist: -4; M5 ag: 1; CHRM4 agonist: 0; CHRM5 antagonist: -4

What do the screens show for `Cc1cccc(C2=NN(c3ccccc3)[C@H](CO)[C@H]2c2ccccc2)c1`?
CHRM1 PAM: 0; M1 antag: -5; M5 PAM: -7; CHRM1 agonist: -4; CHRM4 antagonist: 0; M5 ag: 0; CHRM4 agonist: -2; CHRM5 antagonist: 10

How did COc1cc(/C=N/n2c(C3CCCCC3)n[nH]c2=S)cc(OC)c1O do in these assays?
CHRM1 PAM: 6; TAAR1 agonist: 7; M1 antag: -1; M5 PAM: 1; CHRM1 agonist: 1; CHRM4 antagonist: 1; M5 ag: -2; CHRM4 agonist: 0; CHRM5 antagonist: -1

Results for Nc1cc(=O)[nH]c(SCC(=O)N2N=C(c3ccc4ccccc4c3)CC2c2ccccc2)n1 (centres undefined) ?
CHRM1 PAM: 2; TAAR1 agonist: 5; M1 antag: 3; M5 PAM: -5; CHRM1 agonist: -6; CHRM4 antagonist: 36*; M5 ag: -4; CHRM4 agonist: 1; CHRM5 antagonist: 6

Results for CC(=O)Nc1ccc(N(C(=O)Cn2nnc3ccccc32)C(C(=O)NC2CCCC2)c2ccc(O)c(O)c2)cc1 (centres undefined) ?
CHRM1 PAM: 5; TAAR1 agonist: 12; M1 antag: -7; M5 PAM: 5; CHRM1 agonist: -9; CHRM4 antagonist: -2; M5 ag: -1; CHRM4 agonist: 1; CHRM5 antagonist: -6

What do the screens show for `O=S(=O)(c1ccc(Cl)cc1)N1CCc2ccccc21`?
CHRM1 PAM: -2; TAAR1 agonist: 1; M1 antag: -13; M5 PAM: -3; CHRM1 agonist: -5; CHRM4 antagonist: -6; M5 ag: -8; CHRM4 agonist: -1; CHRM5 antagonist: 9

How did O=C(c1cccnc1)N1N=C(C2CCCCC2)CC1(O)C(F)(F)F (centres undefined) do in these assays?
CHRM1 PAM: 13; TAAR1 agonist: 4; M1 antag: -11; M5 PAM: 11; CHRM1 agonist: -14; CHRM4 antagonist: -5; M5 ag: -4; CHRM4 agonist: -2; CHRM5 antagonist: 0

What do the screens show for `CCOC(=O)c1c(NC(=O)CNCC(O)CO)sc(C)c1C` (centres undefined)?
CHRM1 PAM: 10; TAAR1 agonist: -1; M1 antag: -2; M5 PAM: 4; CHRM1 agonist: -3; CHRM4 antagonist: 8; M5 ag: -3; CHRM4 agonist: 0; CHRM5 antagonist: 0

What do the screens show for `O=C(Oc1csc(=S)n1C(=O)c1ccccc1)c1ccccc1`?
CHRM1 PAM: 3; M1 antag: 6; M5 PAM: 0; CHRM1 agonist: -1; CHRM4 antagonist: 19; M5 ag: 2; CHRM4 agonist: 0; CHRM5 antagonist: 0

What do the screens show for `Nc1ccc(-n2ccnc2)cc1`?
CHRM1 PAM: 3; TAAR1 agonist: 17; M1 antag: -1; M5 PAM: 0; CHRM1 agonist: -3; CHRM4 antagonist: 0; M5 ag: -2; CHRM4 agonist: 0; CHRM5 antagonist: 15

Results for Cc1cc(C)cc(N(CC(=O)NCC2CCCO2)C(=O)CN2C(=O)COc3ccccc32)c1 (centres undefined) ?
CHRM1 PAM: 9; TAAR1 agonist: 14; M1 antag: -12; M5 PAM: -2; CHRM1 agonist: 0; CHRM4 antagonist: 0; M5 ag: 2; CHRM4 agonist: 4; CHRM5 antagonist: 4

What do the screens show for `CCOC(=O)c1sc(NC(=O)c2ccncc2)c(C#N)c1C`?
CHRM1 PAM: -1; TAAR1 agonist: 10; M1 antag: -1; M5 PAM: 3; CHRM1 agonist: 2; CHRM4 antagonist: 4; M5 ag: 5; CHRM4 agonist: 2; CHRM5 antagonist: 4

Results for COC(=O)C1=C(C)Nc2nc(SCc3ccccc3)[nH]c(=O)c2C1c1cccs1 (centres undefined) ?
CHRM1 PAM: 10; TAAR1 agonist: 1; M1 antag: -3; M5 PAM: 3; CHRM1 agonist: -3; CHRM4 antagonist: -9; M5 ag: 0; CHRM4 agonist: 0; CHRM5 antagonist: 9

What do the screens show for `COc1cc(CCN2C(=O)c3cccc4cccc(c34)C2=O)c(S(=O)(=O)N2CCCCCC2)cc1OC`?
CHRM1 PAM: 1; TAAR1 agonist: 4; M1 antag: 3; M5 PAM: -5; CHRM1 agonist: -6; CHRM4 antagonist: -1; M5 ag: -1; CHRM4 agonist: 7; CHRM5 antagonist: 6

Structures above that have an NH in an aromatic ring (5):
How did Cc1[nH]c(=O)c(C#N)c(C)c1Cc1ccc(Cl)cc1Cl do in these assays?
CHRM1 PAM: -4; TAAR1 agonist: 5; M1 antag: 4; M5 PAM: -10; CHRM1 agonist: -5; CHRM4 antagonist: -1; M5 ag: -6; CHRM4 agonist: 0; CHRM5 antagonist: 3

Results for Clc1cccc2c3c([nH]c12)CCNC3 ?
CHRM1 PAM: 0; TAAR1 agonist: 60*; M1 antag: 4; M5 PAM: -7; CHRM1 agonist: -2; CHRM4 antagonist: -6; M5 ag: -7; CHRM4 agonist: 2; CHRM5 antagonist: 12

How did COc1cc(/C=N/n2c(C3CCCCC3)n[nH]c2=S)cc(OC)c1O do in these assays?
CHRM1 PAM: 6; TAAR1 agonist: 7; M1 antag: -1; M5 PAM: 1; CHRM1 agonist: 1; CHRM4 antagonist: 1; M5 ag: -2; CHRM4 agonist: 0; CHRM5 antagonist: -1

Results for Nc1cc(=O)[nH]c(SCC(=O)N2N=C(c3ccc4ccccc4c3)CC2c2ccccc2)n1 (centres undefined) ?
CHRM1 PAM: 2; TAAR1 agonist: 5; M1 antag: 3; M5 PAM: -5; CHRM1 agonist: -6; CHRM4 antagonist: 36*; M5 ag: -4; CHRM4 agonist: 1; CHRM5 antagonist: 6

Results for COC(=O)C1=C(C)Nc2nc(SCc3ccccc3)[nH]c(=O)c2C1c1cccs1 (centres undefined) ?
CHRM1 PAM: 10; TAAR1 agonist: 1; M1 antag: -3; M5 PAM: 3; CHRM1 agonist: -3; CHRM4 antagonist: -9; M5 ag: 0; CHRM4 agonist: 0; CHRM5 antagonist: 9

Assay outcomes deposited in PubChem by The Scripps Research Institute Molecular Screening Center.
